# FEN1 inh = blocks human flap endonuclease 1; P39748; Recombinant FEN1 flap cleavage, fluorescence, 15 min; Potency, µM (titrated, usually from 114 µM), without a hit: at the highest dose activity change, negative = inhibition, actives largely listed as inhibitors; 0.35% of 390,000 active; also: nearly all actives have a fitted effect of over 65% in size
# Target sequence (P39748 whole entry, looked up): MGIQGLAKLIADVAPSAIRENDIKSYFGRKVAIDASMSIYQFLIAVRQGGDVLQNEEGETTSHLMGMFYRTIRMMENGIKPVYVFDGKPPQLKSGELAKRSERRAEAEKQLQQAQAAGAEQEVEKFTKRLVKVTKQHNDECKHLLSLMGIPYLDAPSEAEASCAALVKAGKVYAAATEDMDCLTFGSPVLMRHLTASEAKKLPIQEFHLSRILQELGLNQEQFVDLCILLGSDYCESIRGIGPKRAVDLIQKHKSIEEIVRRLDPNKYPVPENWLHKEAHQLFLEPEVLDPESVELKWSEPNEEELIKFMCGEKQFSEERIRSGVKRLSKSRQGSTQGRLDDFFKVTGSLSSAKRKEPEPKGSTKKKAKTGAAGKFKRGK
#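 Concentration–response screening of FEN1 (10 nM): 15 min compound preincubation at room temperature, reaction started with 50 nM substrate and read at 0 and 15 min. Corrected, normalized data were fitted by a four-parameter Hill equation.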
# TDP1 cell CPT = DT40-hTDP1 cell growth loss with CPT; Potency, µM (doses to about 46.2 µM), for inactives: at the highest dose activity change, negative = growth inhibition, usual class: inhibitors; 12% of 420,000 active; chicken DT40 Tdp1-/-;hTDP1 cells + 20 nM CPT, ATP luminescence, 48 h; also: nearly all actives have a fitted effect of over 55% in size
#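 Chicken DT40 Tdp1-/- cells stably complemented with human TDP1 were seeded at 400 cells/well in medium containing 20 nM camptothecin, exposed to pin-transferred compounds, and grown at 37 °C for at least 48 hr. Viability was read as ATP luminescence.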
# KAT2A inh = GCN5L2 (KAT2A) acetyltransferase inhibition. Potency, µM (titrated, usually from 58.9 µM), for inactives: top-dose activity change, negative = inhibition, actives largely listed as inhibitors. 0.21% of 390,000 active. Q92830. GCN5L2 HAT assay, ThioGlo1 CoA-SH fluorescence
#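 Titration-based screen in which CoA formation is detected via maleimide probe ThioGlo1 (50uM) turning fluorescent on thiol reaction; substrates H3(1-25) 75uM and acetyl-CoA 70uM, GCN5L2 20nM, 20 min incubation at room temperature.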
# * = called active by the depositor; ? = inconclusive; . = not tested or not shown; & = joins results of further samples; [ ] = remark or other dose. Calls follow the shape of the dose curve; as a rule, active = well fitted curve in the direction sought with a large enough effect; inconclusive = small, poorly fitted or top-dose-only effect, or another doubt; inactive = no such curve, though single readings can be large; an effect the other way counts as inactive or inconclusive. % is scaled to controls: 0 for no effect and ±100 for the full control effect; potency is read from the fitted curve at half-maximal effect.
# The line under a structure holds: FEN1 inh | TDP1 cell CPT | KAT2A inh
1	CCOc1ccc(NC(=O)CSc2nc3ccsc3c(=O)n2CCCCCC(=O)O)cc1
  16% | ? | -5%
2	COc1ccc(-c2coc3c(C)c4oc(=O)c(CC(=O)O)c(C)c4cc23)cc1
  14% | -5% | 1%
3	Cc1ccccc1C(=O)c1cccn1CC(=O)NC(C)CCc1ccccc1 (stereo not given)
  ? | -23% | -4%
4	CC(C)c1ccc(C(=O)NCCCN2CCOCC2)cc1
  -4% | -4% | -2%
5	Cc1cc(C)cc(N(C(=O)c2nsc(Cl)c2Cl)C(C(=O)NC2CCCC2)c2ccc(O)cc2)c1 (stereo not given)
  -9% | -80% | -12%
6	CCN(CC(=O)NCc1ccc(Cl)cc1)Cc1cc(=O)n2ccsc2n1
  4% | 2% | -5%
7	O=C(Nc1ccccc1)C1CC(O)CN1S(=O)(=O)c1ccc([N+](=O)[O-])cc1 (stereo not given)
  -6% | -15% | -7%
8	COc1cc(OC)c(NC2=CC(=O)C(=O)c3ccccc32)cc1Cl
  -1% | 12µM* | 14%
9	Cc1cc(C)cc(NC(=S)N2CCC(NC(=O)C3CC3)CC2)c1
  -4% | 4% | -4%
10	O=C(N/N=C/C(Br)=C/c1ccccc1)c1ccncc1
  -4% | 1.6µM* | -11%
11	CC(C)Cc1nnc(NC(=O)CCC(=O)NC2CC2)s1
  -3% | 7% | 3%
12	Cc1cc(NC(=O)CSc2nnc(C3CC3)n2-c2ccccc2)no1
  5% | 2% | 0%
13	CCn1c(SCC(=O)N2CCCC2)nnc1-c1ccc(S(=O)(=O)N2CCCCCC2)cc1
  7% | ? | 2%
14	O=C(Nc1ncnc2sc3c(c12)CCCCC3)c1ccco1
  4% | ? | -12%
15	COc1ccc(C(=O)Nc2ccc(Cl)cc2C(=O)NCc2ccco2)cc1
  11% | 5.2µM* | -1%
16	O=C(CS(=O)(=O)c1ccc(F)cc1)Nc1nnc(-c2cccs2)o1
  10% | 2% | ?
17	O=C(Cc1ccc([N+](=O)[O-])cc1)Nc1ccc2c(c1)C(=O)NC2=O
  -2% | 2% | -7%
18	COc1ccc(C2=NN(C(=S)Nc3ccccc3)C(c3ccccc3)C2)cc1 (stereo not given)
  4% | ? | -6%
19	O=C(CN1C(=O)c2ccccc2C1=O)OCC(=O)N1CCN(c2ccccc2)CC1
  7% | -28% | 4%
20	CC(C)OC(=O)CSc1nnc(-c2ccco2)n1N
  0% | -3% | ?
21	CN(c1ccccc1)S(=O)(=O)c1cccc(C(=O)Nc2cccc(C(=O)NC3CC3)c2)c1
  -12% | ? | -3%
22	CCCN(CC(=O)Nc1ccc(Cl)cc1Cl)C(=O)/C=C/c1cccc([N+](=O)[O-])c1
  4% | ? | 1%
23	CC(Nc1ccccc1)c1cccnc1 (stereo not given)
  16% | 3% | 36%[activator]
24	S=c1[nH]nc(-c2ccc(Br)cc2)n1-c1ccc(Br)cc1
  19% | 4% | -9%
25	CCC(=O)N(Cc1cc2ccc(C)cc2n2nnnc12)C1CCCCC1
  0% | ? | 0%
26	NC1=NS(=O)(=O)NC1c1ccc(F)cc1 (stereo not given)
  17% | -12% | -6%
27	COc1cccc(CNc2nc3nc(C)cc(C)n3n2)c1
  -4% | -7% | -16%
28	CC(=O)/C(=N\Nc1ccccc1)Sc1cccc2cccnc12
  -17% | 18% | -10%
29	COCCn1c(C)cc(O)c(C(c2ccccc2)N2CCN(c3ccccc3F)CC2)c1=O (stereo not given)
  1% | -11% | 5%
30	Cc1ccc(NC(=O)Cn2ccc(=O)[nH]c2=O)cc1
  13% | 4% | -1%
31	Cc1ccc(S(=O)(=O)c2nnn3c2nc(N2CCC(C)CC2)c2cc(Cl)ccc23)cc1C
  -14% | ? | -5%
32	Cc1ccc(S(=O)(=O)N2CCOCC2)cc1NC(=O)COC(=O)c1ccccc1OCc1c(C)noc1C
  -22% | 9% | -2%
33	Cc1ccc(S(=O)(=O)N(C)C)cc1NC(=O)CN1CCCC1
  -9% | 7% | 3%
34	CC(C)N(C(=O)NC(=O)Nc1ccccn1)S(C)(=O)=O
  -4% | 8% | 1%
35	Cc1ccc(C2(CCNCc3ccc(N(C)C)cc3)CCOC(C(C)C)C2)cc1 (stereo not given)
  -7% | ? | -7%
36	CCOC(=O)c1ccc(N=Nc2c(C)c(C#N)c(O)[nH]c2=O)cc1
  1% | 1% | 1%
37	O=C(c1cccc(N2C(=O)C3C4C=CC(C4)C3C2=O)c1)N1CCN(c2ccccc2Cl)CC1 (stereo not given)
  9% | ? | -7%
38	Cc1nn(CC(=O)Nc2ccc(C(C)C)cc2)c(=O)c2c(C)n(-c3ccc(Cl)cc3)nc12
  -10% | ? | 4%
39	COC(=O)C1=C(C)Nc2ncnn2C1c1ccco1 (stereo not given)
  5% | 5% | -1%
40	C[C@@H](NC(=O)C1(c2ccccc2)CCN(C(=O)OC(C)(C)C)CC1)C(=O)N[C@@H](C(=O)O)c1ccccc1
  -21% | 38%[activator] | 7%
41	CC(=O)c1ccc(NS(=O)(=O)c2ccc3c(c2)CCC(=O)N3)cc1
  -2% | -12% | -1%
42	CC(=O)Nc1nc(-c2ccccc2)c(-c2ccccc2)s1
  -1% | ? | .
43	COC(=O)CSc1nc2cc(Cl)ccc2c(=O)n1C1CCCC1
  -1% | -12% | -15%
44	CCC(NC(=O)c1ccccc1NC(=O)c1ccccc1)C(=O)O (stereo not given)
  -1% | 2% | 2%
45	CC1Cc2ccccc2N1C1=NS(=O)(=O)c2ccccc21 (stereo not given)
  -1% | -10% | -4%
46	COc1cccc(C(=O)Nc2nnc(-c3ccc(OC)cc3OC)s2)c1
  3% | -6% | -2%
47	CC(=O)N1c2ccc(S(=O)(=O)NCC3CCC(C(=O)NCCC(C)C)CC3)cc2CC1C (stereo not given)
  8% | 15µM* | -10%
48	COc1ccc2c(c1)-c1nc(/N=C/c3ccc(O)c(OC)c3)sc1CC2
  -14% | -34% | 0%
49	COCCCNC(=S)N1CCN(S(C)(=O)=O)CC1
  -2% | 2% | 1%
50	Cc1ccc(S(=O)(=O)N(C)C)cc1NC(=O)COc1ccccc1C(=O)Nc1ccccc1
  4% | 13µM* | -27%
51	Cc1ccc(N2CC(NC(=O)C(=O)c3c[nH]c4ccccc34)CC2=O)cc1 (stereo not given)
  21% | -6% | -10%
52	O=C(NCc1ccc2c(c1)CCN2C(=O)c1ccncc1)c1cccc(Cl)c1
  -4% | 21µM* | 4%
53	COc1ccc(NC(=O)CNC(=O)Cc2cccc3ccccc23)cc1
  -15% | ? | -2%
54	O=C(CCc1ccc(Oc2cc([N+](=O)[O-])cc([N+](=O)[O-])c2)cc1)NC1CCCC1
  -3% | ? | -9%
55	CCNc1ncc2nc(-c3ccc(OC)cc3)c(=O)n(Cc3cccs3)c2n1
  . | ? | -25%
56	O=C(CN(c1ccc2c(c1)OCCO2)S(=O)(=O)c1ccccc1)NCc1ccc(Cl)cc1
  2% | ? | -8%
57	Oc1[nH]c(=S)sc1/C=C1\C(c2ccccc2)=Nc2ccccc21
  -3% | ? | -2%
58	Cn1c(SCC(=O)N2CCOCC2)ncc(C(=O)Nc2ccccc2)c1=O
  1% | ? | -2%
59	Nc1nc(N)c2sc3nc4c(cc3c2n1)CCC4
  -18% | -27% | -23%
60	Cc1ccc(S(=O)(=O)N2CCCOC2CNC(=O)C(=O)NCCN2CCOCC2)cc1 (stereo not given)
  6% | 1% | -1%

# Going on with the list:
# The line under a structure holds: FEN1 inh | TDP1 cell CPT | KAT2A inh
61	Clc1ccc(CO/N=C2\CCCc3nonc32)cc1
  -2% | ? | -7%
62	CN1CCN(C(=O)NCC23CC4CC(CC(C4)C2)C3)CC1
  -4% | -13% | -14%
63	CC(C)(C)C(=O)OCC1OC(n2cnc(C(N)=O)n2)C(O)C1O (stereo not given)
  -1% | 16µM* | -2%
64	CN(C)c1ccc(Nc2nc(-c3cccnc3)cs2)cc1
  25% | -26% | -3%
65	CC(=O)NC(c1ccco1)c1cc(F)c2cccnc2c1O (stereo not given)
  -15% | . | ?
66	CNc1ccnc(-c2ccccc2OC)n1
  . | -24% | 0%
67	Cc1ccc(NC(=O)Nc2ccccc2CC[N+](=O)[O-])cc1
  -5% | 4% | -11%
68	CCCCC(CC)C(=O)Nc1ncc([N+](=O)[O-])s1 (stereo not given)
  -6% | ? | -4%
69	O=C(NC1CC1)C1CCN(S(=O)(=O)c2ccc(Cl)c([N+](=O)[O-])c2)CC1
  1% | -22% | -12%
70	NC(=S)NN=C1Cc2cccc3cccc1c23
  2% | -2% | .
71	CCC(C)(C)NC(=O)C1CCCN(S(=O)(=O)c2ccc3c(c2)CC(C)N3C(=O)C2CC2)C1 (stereo not given)
  -1% | ? | -5%
72	Cc1cc2oc(=O)cc(-c3ccccc3)c2c(C)c1-c1ccc(F)c(Cl)c1
  6% | ? | -6%
73	O=C(O)CC(=O)NC12CC3CC(CC(C3)C1)C2
  9%&-4% | -3%&0% | -3%&1%
74	CC(C)c1ccc(N(C(=O)c2ccco2)C(C(=O)NC2CCCC2)c2ccncc2)cc1 (stereo not given)
  -5% | -20% | -5%
75	O=C(CN1CCCCC1)Nc1ccc(S(=O)(=O)NC2CCCCC2)cc1
  -6% | -28% | -2%
76	O=C(CNC1CCCC1)Nc1ccc(S(=O)(=O)N2CCCCC2)cc1
  -1% | -16% | 1%
77	O=S(=O)(c1ccc(F)cc1)N1CCC2(CC1)OCCO2
  -2% | 4% | 1%
78	COc1ccc(NC2CCCN(C(=O)CN3C(=O)c4ccccc4C3=O)C2)cc1OC (stereo not given)
  6% | ? | -4%
79	COc1ccccc1N1CCN(C(=O)c2cc(S(=O)(=O)N3CCOCC3)ccc2C)CC1
  -7% | ? | -9%
80	CC(C)(C)n1nnnc1CN(Cc1cccnc1)Cc1ccccc1Cl
  -5% | -19% | -12%

# Reformatted as labelled records: entries from further up.
[75] O=C(CN1CCCCC1)Nc1ccc(S(=O)(=O)NC2CCCCC2)cc1
  FEN1 inh = -6% | TDP1 cell CPT = -28% | KAT2A inh = -2%
[76] O=C(CNC1CCCC1)Nc1ccc(S(=O)(=O)N2CCCCC2)cc1
  FEN1 inh = -1% | TDP1 cell CPT = -16% | KAT2A inh = 1%

# The listing picks up, repeating the 4 entries before the break.
# The line under a structure holds: FEN1 inh | TDP1 cell CPT | KAT2A inh
77	O=S(=O)(c1ccc(F)cc1)N1CCC2(CC1)OCCO2
  -2% | 4% | 1%
78	COc1ccc(NC2CCCN(C(=O)CN3C(=O)c4ccccc4C3=O)C2)cc1OC (stereo not given)
  6% | ? | -4%
79	COc1ccccc1N1CCN(C(=O)c2cc(S(=O)(=O)N3CCOCC3)ccc2C)CC1
  -7% | ? | -9%
80	CC(C)(C)n1nnnc1CN(Cc1cccnc1)Cc1ccccc1Cl
  -5% | -19% | -12%
81	CCOc1ccc(NC(=O)NC(=O)N(C)S(=O)(=O)c2ccc(C)cc2)cc1
  -14% | -10% | -5%
82	CC1(C)CC(=O)C=C(NCc2cccs2)C1
  9% | -2% | 1%
83	N#Cc1c(-c2ccccc2Cl)cc(-c2ccccc2)nc1Br
  -1% | ? | -3%
84	CCOc1ccc(OCC)c(NC(=O)CN2CCN(CC(=O)NC(C)C)CC2)c1
  20% | 15µM* | 1%
85	N#Cc1cc(C(=O)c2cc(Br)ccc2O)cn(C2CCCCC2)c1=O
  5% | 13µM* | 13%
86	CCOc1ccc(N2C(N)=NC(N)=NC2(C)C)cc1
  5% | ? | -1%
87	CCOC(=O)c1ccc2c(c1)nc(SCC(=O)c1cc3ccccc3o1)n2CC
  -23% | -10% | -14%
88	Cc1ccc(NC(=O)CSc2nnc(C)n3c2cc2sccc23)c(C)c1
  -6% | -21% | 1%
89	Cc1cccc2nc(CSc3ccc(Cl)cc3)cn12
  -1% | -5% | -21%
90	O=[N+]([O-])c1ccccc1/C=C/c1ccnc2ccccc12
  -26% | ? | .
91	O=C(NNC(=O)c1ccccc1F)c1ccc(NS(=O)(=O)c2ccc(F)cc2)cc1
  -7% | -16% | -4%
92	CCN(C(=O)c1coc(=O)c2ccccc12)c1cc(OC)ccc1OC
  1% | -7% | -2%
93	CCCN(C(=O)c1ccc(N(C)S(=O)(=O)c2ccc(C)cc2)cc1)C1CCS(=O)(=O)C1 (stereo not given)
  -5% | ? | 3%
94	COc1ccc(C(=O)NCC(C)NC(=O)c2ccc(OC)c(Br)c2)cc1Br (stereo not given)
  10% | 7% | .
95	N#C/C(=C\c1ccc(-c2ccccc2C(=O)O)o1)c1nc2ccccc2[nH]1
  ? | ? | 3%&0%
96	CSCCC(NC(=O)C1CCCCC1)C(=O)Nc1ccc(F)c(Cl)c1 (stereo not given)
  -6% | ? | -3%
97	CCN=c1scc(C)n1/N=C/c1cc(Br)c(O)c(OC)c1
  3% | -26% | -11%
98	Cn1cc(-c2cc3n(n2)CCC(=O)N3CCCC(=O)Nc2ccc(Cl)cc2)c2ccccc21
  9% | ? | -2%
99	O=C(CNC(=O)c1ccncc1)N/N=C/c1ccc(O)cc1O
  0% | ? | -4%
100	O=[N+]([O-])c1cc(Br)ccc1NS(=O)(=O)c1ccccc1
  12% | ? | .

# Screening data deposited in PubChem by National Center for Advancing Translational Sciences (NCATS).

# These rows are one share of the data; rates above refer to the full screens.
